A3A deaminase: human APOBEC3A DNA deaminase inhibition | recombinant A3A, FAM/TAMRA ssDNA deamination fluorescence | inhibition, % at 20 µM | hit rate 0.41% among 330,000 | AID 493011;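 active = at least 40% inhibition at 20 µM here, with at most 30% in a related deaminase screen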;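 note: plate controls were A3A with DMSO for no effect and wells lacking A3A enzyme for full effect; some results filed as inactive read as strong as hits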
Target sequence (P31941 whole entry, looked up): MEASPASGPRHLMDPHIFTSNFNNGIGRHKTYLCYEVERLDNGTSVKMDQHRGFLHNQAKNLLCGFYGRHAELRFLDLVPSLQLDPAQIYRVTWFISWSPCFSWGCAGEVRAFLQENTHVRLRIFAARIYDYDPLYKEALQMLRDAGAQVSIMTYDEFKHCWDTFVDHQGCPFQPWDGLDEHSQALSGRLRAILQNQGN
CXCR6 block: blocks human CXCR6 beta-arrestin recruitment; O00574; CHO-K1 PathHunter CXCR6 beta-arrestin, luminescence; inhibition, % at 20 µM; hit rate 0.36% among 360,000; in the data active = inhibition above about 34%, passing the limit was not always enough;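 note: antagonist mode with CXCL16 agonist at 10 nM final; 0% = 10 nM CXCL16 with DMSO and 100% = unstimulated wells without agonist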
Target sequence (O00574 whole entry, looked up): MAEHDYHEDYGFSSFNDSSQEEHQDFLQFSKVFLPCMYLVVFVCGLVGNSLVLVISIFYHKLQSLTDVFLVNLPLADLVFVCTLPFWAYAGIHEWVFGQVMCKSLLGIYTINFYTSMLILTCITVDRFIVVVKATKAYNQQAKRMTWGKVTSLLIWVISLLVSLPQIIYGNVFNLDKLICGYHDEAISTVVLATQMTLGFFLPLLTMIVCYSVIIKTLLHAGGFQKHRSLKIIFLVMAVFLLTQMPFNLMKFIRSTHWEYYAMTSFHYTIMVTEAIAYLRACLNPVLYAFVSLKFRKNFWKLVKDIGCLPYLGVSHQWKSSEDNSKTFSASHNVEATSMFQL
APOBEC3G inh: APOBEC3G (human) deaminase inhibition; recombinant A3G, ssDNA deamination FAM/TAMRA fluorescence; inhibition, % at 20 µM; hit rate 0.28% among 330,000; AID 493012;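 active = inhibition of at least 40% at 20 µM, with no more than 30% in the related APOBEC3A deaminase screen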;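 note: plate controls were DMSO wells with A3G for no effect and wells lacking A3G enzyme for full effect; some compounds called inactive have numbers as strong as hits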
Gli-Sufu block: blocks Gli-Sufu signaling in a luciferase reporter. Sufu-KO-LIGHT fibroblasts, Gli luciferase reporter luminescence. inhibition, % at 5 µM. hit rate 0.74% among 340,000. AID 588413;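 active = inhibition above about 55%, limit read from the data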;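 note: 0% = DMSO-treated cells and 100% = wells with medium but no cells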
CCR6 antagonist: antagonists of human CCR6 receptor | CHO-K1 CCR6 PathHunter beta-arrestin, luminescence, CCL20-stimulated | P51684 | hit rate 0.49% among 340,000 | inhibition, % at 20 µM;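 active = compounds whose inhibition of the agonist-driven luminescence signal at 20 µM reaches about 50%, limit read from the data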;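 note: cells stimulated with CCL20 at 14 nM final; plate controls were DMSO with CCL20 for no effect and DMSO without agonist for full effect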
Target sequence (P51684 whole entry, looked up): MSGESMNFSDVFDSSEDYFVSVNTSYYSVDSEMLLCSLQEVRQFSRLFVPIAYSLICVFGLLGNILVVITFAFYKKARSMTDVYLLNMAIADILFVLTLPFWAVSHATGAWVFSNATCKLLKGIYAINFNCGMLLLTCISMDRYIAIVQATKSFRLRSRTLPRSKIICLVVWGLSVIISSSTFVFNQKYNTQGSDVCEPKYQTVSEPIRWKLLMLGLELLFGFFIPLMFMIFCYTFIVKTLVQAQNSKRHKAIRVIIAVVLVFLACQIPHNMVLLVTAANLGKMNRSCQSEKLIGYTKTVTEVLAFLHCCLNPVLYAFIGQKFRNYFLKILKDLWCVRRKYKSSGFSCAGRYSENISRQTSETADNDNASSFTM
GRIN3A LBD mod: modulators (binders) of human NR3A ligand-binding domain; Tm shift relative to glycine control, % at 25 µM; NR3A LBD differential scanning fluorimetry, Tm shift; 0% = protein alone, 100% = glycine-bound protein; hit rate 2.5% among 340,000;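 active = melting temperature shift of at least 10% of the positive control shift, at one fixed dose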
EBI2 antag: antagonists of human EBI2 receptor; P32249; EBI2 beta-arrestin recruitment, luminescence, 7a,25-OHC stimulated; inhibition, % at 5 µM; hit rate 0.81% among 360,000; AID 651636; in the data active = inhibition above about 38%;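 note: enzyme fragment complementation signal reports receptor beta-arrestin coupling in cells; 0% = agonist plus DMSO wells and 100% = wells without agonist; some results beyond the cut were filed as inactive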
MPTP inh: blocks calcium-induced mitochondrial swelling | AID 602449 | isolated mouse mitochondria, Ca2+ swelling absorbance, 30 min | inhibition, % at 10 µM | hit rate 1.4% among 360,000;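 active = inhibition of 50% or more, scaled per plate between neutral and stimulator controls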;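 note: 0% = DMSO wells given calcium and 100% = 1 mM EGTA wells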
* marks the source's active call; other numbers are inactive results; · = no result given. Rows are unselected, and some 5.8% of all compounds hit somewhere here.

Order of values: A3A deaminase	CXCR6 block	APOBEC3G inh	Gli-Sufu block	CCR6 antagonist	GRIN3A LBD mod	EBI2 antag	MPTP inh
Cn1nc(C(=O)NNC(=O)Cc2ccc(S(=O)(=O)N3CCOCC3)s2)c2ccccc2c1=O
  ·	0	·	-1	13	1	-3	-0.6
Cc1ccc(S(=O)(=O)c2nnn3c2nc(N2CCN(c4ccccn4)CC2)c2ccccc23)cc1C
  -1	6	-3	31	17	-1	23	-0.6
COc1ccc(Cn2nnnc2C(c2ccccc2Cl)N2CCC(C(N)=O)CC2)cc1 (centres undefined)
  -2	-3	-5	4	9	-4	7	-1.9
Cc1cccc(N2CC(C(=O)Nc3nnc(SCCN4CCOCC4)s3)CC2=O)c1 (centres undefined)
  0	-5	-2	0	2	-2	-7	0.0
CN(c1ccc(C(=O)Nc2ccc3c(c2)n(C)c(=O)n3C)cc1)S(C)(=O)=O
  1	-8	-3	4	3	0	3	0.9
O=C(NNc1cccc(Cl)n1)Nc1ccc(Cl)cc1
  -4	-10	-11	8	-11	-1	15	6.2
O=C(NCc1ccco1)c1ccc(S(=O)(=O)N2CCCCCC2)cc1
  -1	-4	-9	-7	4	-2	-6	-2.2
C[C@@H]1CN([C@H](C)CO)C(=O)c2cc(NC(=O)c3ccncc3)ccc2O[C@@H]1CN(C)C(=O)Nc1ccccc1
  0	-9	-4	26	-7	1	-4	-0.5
COc1ccc(Cn2c(/C=C/c3ccccc3)nc3ccccc32)cc1
  4	31	-1	-130	18	-4	42*	5.2
O=c1[nH]ncc(N/N=C\c2ccncc2)c1Cl
  0	-7	-2	30	-10	-1	-18	0.9
O=C(Nc1ccc2c(c1)OCO2)c1noc2c1CCCCC2
  0	0	-5	-91	2	0	2	-1.2
OC(c1ccc(Cl)cc1)c1nccc2ccccc12 (centres undefined)
  1	32	-2	-6	7	-3	5	0.4
COCCCN1C(=O)c2ccc(C(=O)Nc3ccc(OC)cc3OC)cc2C1=O
  -4	0	-6	0	8	0	12	-0.9
Cc1cc(C(=O)Nc2ccccc2C(=O)O)ccc1NC(=O)COc1ccccc1Cl
  ·	1	·	-6	-11	-4	-10	0.1
COc1ccc(NC(=O)c2cccc(N3C(=O)C4C5C=CC(C6CC56)C4C3=O)c2)cc1 (centres undefined)
  2	-16	-2	14	9	23*	17	1.2

More compounds.
Order of values: A3A deaminase	CXCR6 block	APOBEC3G inh	Gli-Sufu block	CCR6 antagonist	GRIN3A LBD mod	EBI2 antag	MPTP inh
Cn1c(=O)[nH]c(=O)c2c1nc(NCc1ccccc1)n2CC(O)c1ccccc1 (centres undefined)
  -4	1	-5	10	4	11*	10	1.9
CS(=O)(=O)Nc1ccc(C(=O)CC(=O)Nc2ccc([N+](=O)[O-])cc2)cc1
  -7	15	-6	4	38	37*	4	0.7
COc1ccc(-c2cc(C(=O)Nc3cc(S(N)(=O)=O)ccc3C)c3ccccc3n2)cc1OC
  -2	10	1	-1	3	-4	2	6.1
Cc1nc([N+](=O)[O-])cn1Cc1cccc([N+](=O)[O-])c1
  0	-7	-3	0	4	-1	-7	2.4
O=C(Nc1ccccc1C(=O)N1CCOCC1)c1ccncc1
  -1	0	-5	4	8	0	-2	-1.1
Cc1cc(=O)[nH]c(SCc2cccc3ccccc23)n1
  -4	0	-7	-25	7	-4	5	0.1
Cc1cc(NC(=O)CSCC(=O)Nc2ccc(C)c(C)c2)no1
  -3	-2	-7	7	12	0	-4	3.7
C/C(=N\NC(=O)CN1CCN(S(=O)(=O)c2ccc(C)cc2)CC1)c1cccnc1
  1	4	-3	-6	-5	1	-16	0.9
CC(C)(C)CC(=O)Nc1nnc(C(F)(F)F)s1
  0	4	1	-10	-2	3	-3	-3.8
COc1cc(N(C)C)ccc1C=c1c2ccccc2n2c1cc(-c1ccccc1)[n+]2C
  ·	60*	·	91*	65*	-25	32	56*
Cc1nnc(SCc2ccc(C(=O)c3ccc(Cl)cc3)o2)n1-c1ccccc1
  -3	3	-3	8	7	-1	39	1.0
CCN(CC)S(=O)(=O)c1ccc(N2CCOCC2)c(NS(=O)(=O)c2ccc(OC)cc2)c1
  3	2	0	-22	4	-1	-4	2.5
O=C(Nc1ccccc1C(=O)Nc1ccccn1)c1cccc([N+](=O)[O-])c1
  -1	-4	-5	-16	12	1	-1	1.6
Cc1cc(C)cc(NC(=O)CN2CCC(C(=O)c3ccccc3)CC2)c1
  -1	3	-6	21	8	-2	5	1.8
O=C(c1cc2c(=O)oc3ccccc3c2s1)N1CCOCC1
  -1	-6	0	-20	-3	2	13	0.1

Rewritten tab-delimited: entries from further up
compound	A3A deaminase	CXCR6 block	APOBEC3G inh	Gli-Sufu block	CCR6 antagonist	GRIN3A LBD mod	EBI2 antag	MPTP inh
O=C(NCc1ccco1)c1ccc(S(=O)(=O)N2CCCCCC2)cc1	-1	-4	-9	-7	4	-2	-6	-2.2
C[C@@H]1CN([C@H](C)CO)C(=O)c2cc(NC(=O)c3ccncc3)ccc2O[C@@H]1CN(C)C(=O)Nc1ccccc1	0	-9	-4	26	-7	1	-4	-0.5

Carrying on:
Order of values: A3A deaminase	CXCR6 block	APOBEC3G inh	Gli-Sufu block	CCR6 antagonist	GRIN3A LBD mod	EBI2 antag	MPTP inh
CC(C)=Cc1c(O)nc2ccccn2c1=O
  -2	3	-4	-5	6	-1	-5	0.6
Cc1ccc(N2CC(C(=O)OCc3nc(N)nc(Nc4ccccc4C)n3)CC2=O)cc1 (centres undefined)
  0	1	-2	-3	1	-2	1	0.7
COc1ccccc1NC(=S)NCCc1ccc(OC)c(OC)c1
  4	-3	-2	7	9	-2	-4	0.5
CCN(c1ccccc1)S(=O)(=O)c1ccc(C(=O)N2CCCC(C(F)(F)F)C2)cc1 (centres undefined)
  -3	-1	-6	-8	15	2	3	0.1
CCOc1ccc(S(=O)(=O)Nc2cccc(C(=O)NCC(C)(C)N3CCOCC3)c2)cc1
  -2	-4	-7	5	11	1	5	-0.9
CCCNC(=O)CS(=O)Cc1nc(-c2cccc(OC)c2)oc1C (centres undefined)
  -3	-5	-1	-4	13	-1	-4	-0.4
CCCCOc1ccc(C(=O)OCC(=O)N2CCCCCC2)cc1
  -2	1	-1	3	11	2	10	-1.3
CCCCN(CC)C(=O)Cn1nc(Cc2ccncc2)c2ccccc2c1=O
  -1	6	-5	5	10	1	2	-0.8
C=CCn1cccc(C(=O)Nc2ccc(Cl)cc2)c1=O
  -2	10	-7	-52	10	3	8	2.1
O=C(O)c1cccc(S(=O)(=O)Nc2cccc(S(=O)(=O)N3CCCCCC3)c2)c1
  -1	-3	-7	-16	18	-1	9	-1.0
COC(=O)c1ccccc1NC(=O)Nc1ccc(Cl)cn1
  2	-5	-1	-6	0	-2	-9	1.4
COC(=O)CSc1nnc(-c2cnccn2)n1C
  0	-1	-9	-5	-5	-1	-10	-0.1
c1ccc(Cn2nnc3c(N4CCC5(CC4)OCCO5)ncnc32)cc1
  0	-5	5	-9	2	-4	9	-2.3
Cc1ccccc1CSCC(=O)Nc1ccccc1-c1ccccc1
  3	2	-4	24	30	-4	15	-1.5
CCOCCc1nn2c(=O)cc(CSCC(=O)Nc3cc(C)cc(C)c3)nc2s1
  -6	-5	-9	0	7	1	-6	-0.2

A second format for some results above:
SMILES | A3A deaminase | CXCR6 block | APOBEC3G inh | Gli-Sufu block | CCR6 antagonist | GRIN3A LBD mod | EBI2 antag | MPTP inh
CC(C)=Cc1c(O)nc2ccccn2c1=O | -2 | 3 | -4 | -5 | 6 | -1 | -5 | 0.6
Cc1ccc(N2CC(C(=O)OCc3nc(N)nc(Nc4ccccc4C)n3)CC2=O)cc1 (centres undefined) | 0 | 1 | -2 | -3 | 1 | -2 | 1 | 0.7
COc1ccccc1NC(=S)NCCc1ccc(OC)c(OC)c1 | 4 | -3 | -2 | 7 | 9 | -2 | -4 | 0.5
CCN(c1ccccc1)S(=O)(=O)c1ccc(C(=O)N2CCCC(C(F)(F)F)C2)cc1 (centres undefined) | -3 | -1 | -6 | -8 | 15 | 2 | 3 | 0.1
CCOc1ccc(S(=O)(=O)Nc2cccc(C(=O)NCC(C)(C)N3CCOCC3)c2)cc1 | -2 | -4 | -7 | 5 | 11 | 1 | 5 | -0.9
CCCNC(=O)CS(=O)Cc1nc(-c2cccc(OC)c2)oc1C (centres undefined) | -3 | -5 | -1 | -4 | 13 | -1 | -4 | -0.4
CCCCOc1ccc(C(=O)OCC(=O)N2CCCCCC2)cc1 | -2 | 1 | -1 | 3 | 11 | 2 | 10 | -1.3
CCCCN(CC)C(=O)Cn1nc(Cc2ccncc2)c2ccccc2c1=O | -1 | 6 | -5 | 5 | 10 | 1 | 2 | -0.8
C=CCn1cccc(C(=O)Nc2ccc(Cl)cc2)c1=O | -2 | 10 | -7 | -52 | 10 | 3 | 8 | 2.1
O=C(O)c1cccc(S(=O)(=O)Nc2cccc(S(=O)(=O)N3CCCCCC3)c2)c1 | -1 | -3 | -7 | -16 | 18 | -1 | 9 | -1.0
COC(=O)c1ccccc1NC(=O)Nc1ccc(Cl)cn1 | 2 | -5 | -1 | -6 | 0 | -2 | -9 | 1.4
COC(=O)CSc1nnc(-c2cnccn2)n1C | 0 | -1 | -9 | -5 | -5 | -1 | -10 | -0.1
c1ccc(Cn2nnc3c(N4CCC5(CC4)OCCO5)ncnc32)cc1 | 0 | -5 | 5 | -9 | 2 | -4 | 9 | -2.3
Cc1ccccc1CSCC(=O)Nc1ccccc1-c1ccccc1 | 3 | 2 | -4 | 24 | 30 | -4 | 15 | -1.5

Going on with the list:
Order of values: A3A deaminase	CXCR6 block	APOBEC3G inh	Gli-Sufu block	CCR6 antagonist	GRIN3A LBD mod	EBI2 antag	MPTP inh
N#CCCn1cc(/C=N/O)c(-c2ccc(Cl)cc2)n1
  -4	-5	-12	9	-13	1	-1	-2.9
Cc1cc(CN(C)C(=O)c2ccc(OC3CCN(CCc4ccccc4)CC3)cc2)on1
  -6	-12	-4	39	7	2	-12	1.7
Cc1nn(Cc2c(F)cccc2Cl)c(C)c1[N+](=O)[O-]
  0	-5	-3	-23	19	1	2	-1.2
Cc1cc(=O)n2nc(N3CCC(C(=O)NCc4cccc(Cl)c4)CC3)sc2n1
  -3	2	-4	-28	7	0	-7	-0.6
COc1cccc(OCCCn2ccnc2)c1
  -5	-6	-3	4	2	1	-5	1.0
O=C(O)c1ccccc1C(=O)c1ccc(N2CCCC2)c([N+](=O)[O-])c1
  -1	-2	-6	-5	10	-1	-6	0.1
Cc1cccc(NC(=O)Nc2ccccc2)n1
  -4	-7	-8	-2	10	-3	3	0.0
CCN(CC)CCOC(=O)/C=C/c1ccccc1OC
  2	-2	-1	5	4	-9	-4	1.9

Bioassay records: PubChem, Sanford-Burnham Center for Chemical Genomics
